Screening data deposited in PubChem by several laboratories.
S1P3 agonist – agonists of human S1P3 receptor | Q99500 | S1P3 NFAT-BLA reporter cells, agonism, FRET ratio; relative to 1 µM S1P, basal subtracted | activation, % at 4.5 µM | actives 0.1% (n = 60,000);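 active = activation above the screen-wide mean plus 3 SD, cut at about 4.5% in these data, passing the limit was not always enough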; note: some compounds called inactive have numbers as strong as hits
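Assay system: stable CHO line with human S1P3, Gα16, NFAT-BLA reporter; Detection: FRET β-lactamase substrate fluorescence, excitation 405 nm, 460/535 nm emission ratio, background-subtracted; Read-out: percent activation versus median 1 µM S1P response, basal-subtracted, per plate; Incubation: cells plated overnight, compound 4 h 37 °C, substrate 2 h RT.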
5HT1E ag – activates the human 5-HT1E serotonin receptor; P28566; CHO 5-HT1E Ga15 NFAT-bla reporter, FRET; 0% DMSO wells, 100% control agonist wells; activation, % at 6 µM; actives 0.69% (n = 65,000);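 active = activation above a set limit, the screen-wide mean activation plus 3 SD, cut at about 8.5% in these data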;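 note: 100% = positive control agonist at 1 µM giving full maximal response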
Target sequence (P28566 whole entry, looked up): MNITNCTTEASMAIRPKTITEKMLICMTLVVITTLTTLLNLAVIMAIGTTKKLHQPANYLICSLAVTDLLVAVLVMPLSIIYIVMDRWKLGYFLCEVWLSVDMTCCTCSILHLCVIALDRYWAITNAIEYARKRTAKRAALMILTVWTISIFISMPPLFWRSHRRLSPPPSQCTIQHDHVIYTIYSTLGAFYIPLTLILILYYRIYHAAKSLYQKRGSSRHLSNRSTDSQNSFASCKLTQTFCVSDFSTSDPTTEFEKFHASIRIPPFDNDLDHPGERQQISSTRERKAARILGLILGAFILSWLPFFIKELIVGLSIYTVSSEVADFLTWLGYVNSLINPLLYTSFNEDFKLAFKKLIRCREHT
5HT1a antag – antagonists of human 5-HT1a serotonin receptor. CHO 5-HT1a Ga15 NFAT-bla reporter, antagonist mode. inhibition, % at 10 µM. actives 0.68% (n = 62,000). AID 612;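 active = inhibition above the mean of all tested compounds plus 3 SD, cut at about 43% in these data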;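 note: receptor stimulated by 5-CT agonist at 100 nM near EC80; beta-lactamase reporter measured by ratiometric fluorescence of a cleavable substrate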
MMP13 inh – MMP13 (human) collagenase inhibition | AID 570 | MMP-13 fTHP FRET cleavage, Mca fluorescence | inhibition, % at 4 µM | actives 0.07% (n = 65,000);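 active = inhibition above the mean of compound-free control plate wells plus 3 SD, cut at about 14% in these data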;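 note: 0% = DMSO wells and 100% = wells with reference MMP-13 inhibitor after basal subtraction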
S1P1 ag pot – activates or potentiates agonism at human S1P1 receptor; activation, % at 9.5 µM; AID 449; actives 0.57% (n = 56,000); S1P1 CRE-bla cells, forskolin, beta-lactamase FRET, potentiator mode; S1P1 agonist co-added at EC20, 2 nM; 100% = saturating reference agonist, 0% = basal;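 active = activation above a cutoff set at the mean activation of all tested compounds plus 3 SD, cut at about 54% in these data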;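 note: forskolin at 4 µM as EC80 and the EC20 agonist is SEW2871; 100% = SEW2871 at its EC100 plus forskolin at EC80; some compounds past the cut are filed as inactive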
Target sequence (P21453 whole entry, looked up): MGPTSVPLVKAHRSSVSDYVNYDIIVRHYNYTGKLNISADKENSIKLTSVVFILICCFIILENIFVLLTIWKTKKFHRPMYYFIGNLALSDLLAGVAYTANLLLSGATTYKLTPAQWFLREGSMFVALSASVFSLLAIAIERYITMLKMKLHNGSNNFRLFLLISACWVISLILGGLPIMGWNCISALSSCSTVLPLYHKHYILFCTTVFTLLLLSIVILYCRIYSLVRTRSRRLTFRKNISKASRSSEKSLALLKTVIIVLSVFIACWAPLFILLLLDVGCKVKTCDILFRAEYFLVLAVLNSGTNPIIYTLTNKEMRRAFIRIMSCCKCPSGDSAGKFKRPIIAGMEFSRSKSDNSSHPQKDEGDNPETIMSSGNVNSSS
Fluor 339 460 – intrinsic fluorescence of library compounds, ex339/em460 – biochemical, MLSMR library, data from DPM-DC assay, artefact control, profiling panel. compound autofluorescence, ex339/em460 nm, NADH buffer; hits give high values; 1 = no-compound wells, NADH background. fluorescence fold increase at 10 µM. actives 5.5% (n = 65,000);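 active = at 10 µM, mean starting fluorescence two-fold or more over control wells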;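 note: signal is the first read of a kinetic run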
5HT1E antag – 5-HT1E (human) receptor antagonism; P28566; CHO 5-HT1E Ga15 NFAT-bla reporter, FRET, antagonist; inhibition, % at 6 µM; actives 0.99% (n = 65,000); AID 571;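 active = inhibition above a set limit, the mean inhibition across every tested compound plus 3 SD, cut at about 29% in these data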;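 note: signal is the 460 over 535 nm emission ratio of beta-lactamase substrate; 0% = agonist plus DMSO wells and 100% = wells without agonist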
A340 absorber – compounds absorbing at 340 nm; compound absorbance at 340 nm, fold over control; AID 708; fold change at 10 µM; 65,000 tested, under 10 active;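 active = at 10 µM dose, initial 340 nm absorbance at least 2 fold that of control wells; inactive = change under 2 fold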;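 note: initial absorbance extrapolated from kinetic A340 decline of NADH oxidation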
HER2 expr 66K – lowers expression of human Her2 kinase; actives 0.69% (n = 65,000); P04626; SKBR-3 HER2 protein level, AlphaScreen, 18-24 h; hits give low values; HER2 level % of control, % at 10 µM;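 active = HER2 level under 5% of the carrier-only control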;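 note: 100% = DMSO carrier and 0% = 500 nM PU-H71 HSP90 inhibitor; lower value means stronger loss of Her2 protein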
* = called active by the depositor; i = inactive; nt = no result given; [ ] = another dose, or the depositor's remark.

SMILES | S1P3 agonist | 5HT1E ag | 5HT1a antag | MMP13 inh | S1P1 ag pot | Fluor 339 460 | 5HT1E antag | A340 absorber | HER2 expr 66K
O=C(c1ccco1)N1CCN(c2ccc(S(=O)(=O)N3CCCC3)cc2)CC1 | -0.3 | -0.2 | -12 | -8 | 6 | 1.1 | 15 | 1 | 105
O=C1Nc2ccc(S(=O)(=O)NCCC3=CCCCC3)c3cccc1c23 | 0.9 | 0.5 | -2 | -69[fluorescence artefact?] | 31 | 3.6* | 13 | 1 | 63
COCCCNc1oc(-c2ccccc2F)nc1C#N | 0.1 | -0.4 | -8 | -334[fluorescence artefact?] | -14 | 2.1* | -2 | 1.1 | 126
Cc1cc(C(F)F)n2nc(C(=O)Nc3ccccc3Br)nc2n1 | 0.2 | 2.1 | -9 | -3 | -6 | 1.1 | -6 | 1 | 57
CCCc1cc(=O)oc2c(CN3CCCC3)c(O)ccc12 | -5.4 | 1.0 | nt | i[fluorescence artefact?] | -13 | 2.3* | -2 | 1.1 | 121
Cc1oc(-c2ccccc2F)nc1CS(=O)(=O)CC(=O)N1CCc2ccccc21 | -0.3 | 0.8 | -7 | -8 | -19 | 1.1 | 0 | 1 | 53
COC(=O)c1ccccc1NC(=O)CN(c1ccccc1)S(=O)(=O)N(C)C | -0.6 | -0.4 | 13 | 4 | 10 | 1.1 | 8 | 1 | 92
c1ccc2c(c1)[nH]c1c(N3CCN(C4CCCCC4)CC3)ncnc12 | -3.5 | -0.4 | nt | -143[fluorescence artefact?] | 11 | 2.3* | 6 | 1.1 | 89
c1ccc(-c2csc(N3CCN(c4ccccn4)CC3)n2)cc1 | -0.4 | -0.3 | 19 | 3 | 12 | 1.1 | 17 | 1 | 76
c1c2c(cc3sc(N4CCCCC4)nc13)OCO2 | 0.1 | 1.1 | -7 | 1 | -32 | 1.1 | -10 | 1 | 73
O=C(Nc1ccccc1N1CCCC1)c1ccco1 | -0.1 | -1.0 | 12 | -3 | 12 | 1.1 | 1 | 1 | 111
N#Cc1ccc(-c2cccnc2)nc1SCC(=O)Nc1sc2c(c1C#N)CCC2 | -3.4 | 0.7 | nt | -6 | 13 | 1.1 | 26 | 1.1 | 40
CC(C)(C)OC(=O)NCCc1nnc(SCc2ccccc2Cl)o1 | -1.1 | 1.0 | 4 | 4 | 5 | 1.1 | -3 | 1 | 96
Cc1ccc(/C=c2\sc3n(c2=O)CN(c2ccc(Br)cc2)CN=3)o1 | -4.3 | -0.6 | nt | 4 | 7 | 1.1 | 17 | 1 | 119
CC(=O)c1cccc(NC(=O)CN(c2ccc(F)cc2)S(C)(=O)=O)c1 | -0.7 | 0.4 | -9 | -2 | nt | 1.1 | -8 | 1 | 77
CC(Nc1nc(N2CCCC2)nc2ccccc12)c1ccccc1 (configuration not stated) | -0.5 | 0.6 | 29 | -18 | nt | 2.4* | -6 | 1.1 | 43
COc1ccccc1N1CCN(C(=O)c2cc3c(-c4ccc(Cl)cc4)nn(C)c3s2)CC1 | -1.2 | 2.5 | 2 | -1 | -25 | 1.1 | -18 | 1.1 | 50
CCCCCOc1ccc(Cl)cc1CN1CCOCC1 | 1.4 | 0.3 | nt | 10 | -11 | 1.1 | 3 | 1 | 117
Cc1cccc(OCC(=O)OCC(=O)c2c(N)n(C)c(=O)n(C)c2=O)c1 | 0.3 | -1.1 | -11 | 2 | 0 | 1.1 | 2 | 0.95 | 103
COc1ccc2c(c1OC)C(=O)N1c3ccccc3COC21 (configuration not stated) | -0.7 | -0.2 | 11 | 1 | 2 | 1.2 | 7 | 1 | 96
Cc1ccc(NC(=O)CN2C(=O)COc3ccc(C)cc32)nc1 | -0.5 | -0.6 | -2 | -4 | -9 | 1.1 | -3 | 1.1 | 79
O=C(CN1CCN(S(=O)(=O)c2ccc(F)cc2)CC1)Nc1ccc(Cl)c(C(F)(F)F)c1 | -1.1 | -0.4 | 15 | 6 | 51 | 1 | 5 | 1 | 76
COc1cccc(C2(O)CCN(C(=O)C3CC3)CC2)c1 | -0.6 | -0.4 | -2 | 2 | 7 | 1.1 | -1 | 1 | 115
COc1ccc(C(=O)O)cc1Nc1cc(C)nc2ncnn12 | -0.9 | 0.0 | -7 | 3 | -8 | 1.1 | -8 | 1 | 110
O=C(Nc1nccs1)C1C2/C=C\CCCCC21 (configuration not stated) | -0.6 | 1.3 | 17 | 1 | nt | 1.1 | 2 | 1 | -28*
SMILES | S1P3 agonist | 5HT1E ag | 5HT1a antag | MMP13 inh | S1P1 ag pot | Fluor 339 460 | 5HT1E antag | A340 absorber | HER2 expr 66K
Cc1nnc(Oc2ccccc2)c2ccccc12 | -0.3 | 0.9 | -10 | 0 | -13 | 1.1 | -10 | 1 | 111
CCn1c(=O)c(-[n+]2ccccc2)c(O)c2ccccc21 | -0.2 | -0.6 | 9 | -10 | 0 | 1.1 | 9 | 1 | 119
C=CCN=C1CC(C)(C)CC(=O)/C1=C(/O)CCC(=O)OC | -0.2 | -0.6 | 1 | 7 | -16 | 1.1 | 9 | 0.98 | 99
CCNc1oc(-c2cccc3ccccc23)nc1C#N | 1.8 | 3.9 | -17 | i[fluorescence artefact?] | -93 | 2.1* | -17 | 1.1 | 77
CCS(=O)(=O)N1CCCC(C(=O)NC2CCCC2)C1 (configuration not stated) | -0.9 | -0.5 | 6 | -1 | 1 | 1.1 | 9 | 1 | 114
NC(=O)Cn1c(=O)n(CCCC(=O)NC2CCN(Cc3ccccc3)CC2)c(=O)c2ccccc21 | 0.7 | -0.2 | 1 | 1 | -20 | 1.1 | 6 | 1 | 109
CC1=Nn2c(nc(-c3ccccc3)c2-c2ccccc2)N(CC(N)=O)C(=O)C1 | -1.4 | 0.3 | -7 | 1 | -1 | 1.1 | -2 | 1 | 105
N#Cc1cc2ccccc2nc1SCC(=O)Nc1ccc(S(=O)(=O)N2CCCC2)cc1 | -1.1 | 1.3 | 22 | -1 | 11 | 1.2 | 4 | 0.99 | 70
O=C1C2CCCN2C(c2cccc(Br)c2)N1c1ccc(F)cc1 (configuration not stated) | -0.8 | 0.0 | 23 | 5 | -16 | 1.1 | -2 | 1 | 95
COc1ccc(-c2nc3n(n2)C(=O)CC(c2ccco2)S3)cc1 (configuration not stated) | 0.5 | -1.3 | nt | -2 | -5 | 1.1 | 7 | 1.1 | 77
O=C(CSc1nc2cc(Cl)ccc2o1)c1cccs1 | -0.3 | -0.6 | 7 | -13 | 13 | 1.1 | -6 | 1 | 104
CCOC(=O)N1CCN(CC(O)c2ccc3cc[nH]c3c2)CC1 (configuration not stated) | 23 | -0.9 | 2 | -2 | -5 | 1.1 | 2 | 1.1 | 100
COc1ccccc1N1CCN(Cc2ccc(Br)o2)CC1 | -0.8 | 5.5 | 10 | -3 | -3 | 1.1 | -2 | 1.1 | 85
COc1cccc(CN(Cc2cccnc2)S(=O)(=O)c2ccc(-n3cnnn3)c(C)c2)c1 | -1.1 | 0.3 | 8 | 8 | 2 | 1.1 | 3 | 1 | 73
CCN(CC)CCNC(=O)Cn1nc(-c2ccccc2)c2ccccc2c1=O | -1.0 | -0.2 | 0 | -4 | 0 | 1 | -2 | 1.1 | 65
O=c1[nH]c2ccc(Cl)cc2c(-c2ccccc2)c1N1CCN(c2ccccn2)CC1 | 0.6 | 0.7 | -6 | 3 | -22 | 1.4 | 5 | 1.1 | 93
COc1cccc(CNC(=O)Cn2cc3c(n2)CCCCC3)c1 | 0.1 | -0.1 | -3 | -4 | -5 | 1.1 | 5 | 1 | 89
Cc1ccc(Nc2nc(N)nc(CSc3nnnn3-c3ccccc3)n2)cc1 | -1.3 | 1.4 | -11 | 5 | -45 | 1.1 | -3 | 1.1 | 102
CC(C)c1[nH]c(=O)c(C#N)c2c1CSC(C)(C)C2 | -2.5 | -0.8 | nt | -6 | -11 | 1.4 | 10 | 1.1 | 62
COc1cc(C2NC(=O)c3ccccc3O2)cc(OC)c1OC (configuration not stated) | -0.8 | 0.6 | 3 | 0 | 0 | 1.3 | 10 | 1 | 87
CCN(CC)CCc1c(C)[nH]c(C(=O)OCc2ccccc2)c1C | nt | 0.6 | 24 | 6 | nt | 1.1 | 5 | 1 | 97
CC(C)c1nc(SCC(=O)N2CCN(c3ccccc3)CC2)c2c(=O)n(C)c(=O)n(C)c2n1 | 0.7 | 0.6 | -10 | 3 | 14 | 1.1 | -15 | 1 | 97
COc1cccc(C(=O)Nc2c3c(nn2-c2cccc(C)c2C)CS(=O)C3)c1OC (configuration not stated) | 0.1 | 0.6 | -9 | 0 | 15 | 1.1 | 0 | 1 | 82
CC1(C)CC(=O)C=C(NC2CCCCCC2)C1 | -2.0 | 0.1 | 8 | 5 | -19 | 1.1 | 4 | 1.1 | 129
O=C(NCCO)C1CCN(S(=O)(=O)c2ccc(F)cc2)CC1 | -0.2 | -0.1 | -6 | -6 | -36 | 1.1 | -9 | 0.98 | 84

Structures listed above shown as hits in HER2 expr 66K.
SMILES | S1P3 agonist | 5HT1E ag | 5HT1a antag | MMP13 inh | S1P1 ag pot | Fluor 339 460 | 5HT1E antag | A340 absorber | HER2 expr 66K
O=C(Nc1nccs1)C1C2/C=C\CCCCC21 (configuration not stated) | -0.6 | 1.3 | 17 | 1 | nt | 1.1 | 2 | 1 | -28*

(listing goes on)
SMILES | S1P3 agonist | 5HT1E ag | 5HT1a antag | MMP13 inh | S1P1 ag pot | Fluor 339 460 | 5HT1E antag | A340 absorber | HER2 expr 66K
NC(=O)c1c(N)sc(=S)n1-c1ccccc1 | -0.6 | 0.8 | 6 | 1 | -8 | 1.1 | -13 | 1.1 | 65
COc1cc(OC)c(NC(=O)Nc2ccc(OC)c(OC)c2)cc1Cl | -0.4 | 0.8 | 1 | -7 | -4 | 1.1 | 16 | 1 | nt
Cc1ccc(S(=O)(=O)c2n[nH]n3c2nc(=O)c2ccccc23)cc1 | -0.2 | -1.0 | -1 | -30 | 5 | 1.5 | -2 | 1 | 109
Cc1ccc(C(=O)CCC(=O)Nc2cccnc2)cc1C | 0.3 | -0.1 | -4 | 1 | -2 | 1.1 | 6 | 1 | 104
CCC(=O)c1ccc(OC(=O)c2ccc(Br)o2)cc1 | -0.4 | -0.5 | -3 | 6 | 1 | 1 | 6 | 0.98 | 83
CCC1SC2=NC(C)=C(C(=O)OC)C(c3cccs3)N2C1=O (configuration not stated) | 0.3 | 0.7 | -12 | 4 | -3 | 1.1 | -8 | 1.1 | 69
CCC(=O)Nc1cccc(NC(=O)CSc2nnc(C(C)C)n2CC)c1 | 0.6 | 0.8 | -6 | 2 | -8 | 1.1 | -7 | 0.98 | 84
CC(C(=O)NCc1ccc2c(c1)OCO2)N(c1ccccc1)S(C)(=O)=O (configuration not stated) | -0.9 | -1.1 | 0 | 2 | 8 | 1.1 | 13 | 1 | 76
O=C1CCCC2=C1C1(CCCCC1)N=C(Nc1nc3ccccc3o1)N2 | -1.7 | -0.1 | 4 | -2 | -18 | 1.5 | -1 | 1.1 | 104
CC(=O)c1c(C)c2c(n1CCN(C)C)CCCC2 | 1.5 | -0.1 | nt | 7 | 3 | 1.1 | 0 | 1 | 89
CNC(=O)C1CCCN1S(=O)(=O)c1ccc(OC)cc1 (configuration not stated) | -0.6 | 0.7 | 5 | 2 | -11 | 1.1 | -2 | 1 | 132

Random draw from the library, and some 8.5% of all compounds hit somewhere here.
